Screening results (PubChem BioAssay)
DNA Pol III inh – qHTS Assay for Inhibitors of DNA Polymerase III Holoenzyme System; reconstituted DNA polymerase III holoenzyme replication, biochemical; Potency, µM (top dose mostly 57.1 µM), without a hit: at the top dose activity change, negative = inhibition; 0.25% of 71,000 active; AID 603, 2007; also: potency is read from the fitted curve at half-maximal effect; % is scaled to controls: 0 for no effect and ±100 for the full control effect
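Reconstituted *E. coli* holoenzyme (0.35 nM Pol III, 1 nM beta, 154 nM SSB, 2 nM primase) was preincubated with compound for 15 min at RT. Synthesis on 1.4 nM ssM13Gori ran 35 min, then was stopped with PicoGreen/EDTA and read as dsDNA fluorescence.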
15-hLO inh – qHTS Assay for Inhibitors of 15-hLO (15-human lipoxygenase); purified 15hLO-1, xylenol orange hydroperoxide absorbance; AID 887, 2007; Potency, µM (highest dose often 57.1 µM), for inactives: at the highest dose activity change, negative = inhibition, most hits filed as inhibitors; 1.4% of 74,000 active; also: potency is read from the fitted curve at half-maximal effect; % is scaled to controls: 0 for no effect and ±100 for the full control effect; nearly all actives have a fitted effect of over 55% in size
Target sequence (P16050 whole entry, looked up): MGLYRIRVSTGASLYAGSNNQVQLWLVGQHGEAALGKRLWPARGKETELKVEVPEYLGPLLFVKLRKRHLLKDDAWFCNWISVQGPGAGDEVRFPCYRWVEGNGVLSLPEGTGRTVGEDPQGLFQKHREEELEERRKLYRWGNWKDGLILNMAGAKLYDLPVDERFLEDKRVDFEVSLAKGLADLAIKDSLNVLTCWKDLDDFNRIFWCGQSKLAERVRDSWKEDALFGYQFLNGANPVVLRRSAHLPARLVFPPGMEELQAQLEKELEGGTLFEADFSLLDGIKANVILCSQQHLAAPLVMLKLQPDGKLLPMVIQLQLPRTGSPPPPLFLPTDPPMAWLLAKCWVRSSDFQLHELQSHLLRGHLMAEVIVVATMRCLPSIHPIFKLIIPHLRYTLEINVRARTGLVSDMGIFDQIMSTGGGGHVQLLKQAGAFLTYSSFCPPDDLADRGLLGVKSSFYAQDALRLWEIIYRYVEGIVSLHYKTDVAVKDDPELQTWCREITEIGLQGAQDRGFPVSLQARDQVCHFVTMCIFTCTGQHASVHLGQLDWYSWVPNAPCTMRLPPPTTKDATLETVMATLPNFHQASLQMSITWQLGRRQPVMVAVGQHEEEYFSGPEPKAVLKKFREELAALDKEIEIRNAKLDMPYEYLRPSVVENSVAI
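Compounds were preincubated 15 min at room temperature with 40 nM purified human enzyme (25 mM Hepes pH 7.5, 0.01% Triton X-100); 50 uM arachidonic acid reacted 6 min. Fe-xylenol orange detection, 30 min, absorbance ratio 573/405 nm.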
HBB splice mod – qHTS Assay for Modulators of Hemoglobin Beta Chain Splicing; AID 925, 2007; Potency, µM (top dose mostly 46.1 µM), without a hit: top-dose activation, hits mostly activators; HBB splicing reporter cell assay, activation; EGFP reporter with mutant IVS2-654 intron; response scale: normalised to 500 nM splice-correcting PNA; 0.06% of 65,000 active; also: potency is read from the fitted curve at half-maximal effect; 0% is about no effect
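HeLa cells stably expressing EGFP interrupted by mutant beta-globin intron 2 (IVS2-654), 500/well in 2% FCS. Treated with compound for 2 days at 37C. Splicing correction scored as total well GFP intensity (488 nm excitation, 500-520 nm emission); 500 nM antisense PNA served as control.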
Tau filament bind – qHTS Assay for Tau Filament Binding; recombinant tau filaments, thioflavin S fluorescence, 15 h; filaments grown with octadecylsulfate alongside compound; Potency, µM (highest dose often 57.1 µM), for the others: at the highest dose activity change, negative = inhibition; 2% of 71,000 active; AID 596, 2007;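 also: potency is read from the fitted curve at half-maximal effect; % is scaled to controls: 0 for no effect and ±100 for the full control effect; actives lower thioflavin S fluorescence by blocking filaments or displacing dye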
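Read-out: ThS fluorescence, 450 nm excitation/510 nm emission; lower signal marks blocked filament formation or displaced dye. Tau at 1 uM with 30 uM ODS, 10 uM ThS, 5 mM DTT, 100 mM NaCl, 10 mM HEPES pH 7.4; 15 h, 37 C.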
FLuc inh – qHTS Assay for Inhibitors of Firefly Luciferase; purified firefly luciferase, luminescence, 8 min; Potency, µM (titrated, usually from 57.1 µM), without a hit: at the top dose activity change, negative = inhibition, actives largely listed as inhibitors; 2.2% of 72,000 active; also: potency is read from the fitted curve at half-maximal effect; % is scaled to controls: 0 for no effect and ±100 for the full control effect; nearly all actives have a fitted effect of over 40% in size
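Luminescence read-out after 8 min at room temperature; enzyme reaction used luciferin plus 10 uM ATP (linear range) in imidazole buffer pH 7.2 with KCl, MgCl2, Tween 20 and BSA. Each sample was run as a titration.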
Hsp90 Hop PPI – qHTS Assay for Disrupters of an Hsp90 Co-Chaperone Interaction | Hsp90 C-terminal peptide / TPR2A (Hop) interaction, human | 0.44% of 71,000 active | AlphaScreen TPR2A-His6 binding biotin-Hsp90 C-terminal peptide | AID 595, 2007 | Potency, µM (highest dose often 57 µM), inactives show top-dose activity change, negative = inhibition; active = well fitted curve in either direction with a large enough effect; inconclusive = small, poorly fitted or top-dose-only effect, or another doubt; also: potency is read from the fitted curve at half-maximal effect; % is scaled to controls: 0 for no effect and ±100 for the full control effect; many of its hits are not listed in these tables
CRE Fsk mod – Cell signaling CRE-BLA (Fsk stim); CHO CRE-bla reporter (cAMP response element driving beta-lactamase), forskolin EC10, beta-lactamase ratio; 2.5% of 71,000 active; AID 662, 2007; Potency, µM (series often up to 38.2 µM), inactives show at the top dose activity change, negative = inhibition, hits mostly activators; active = well fitted activation curve with a large enough effect in the signal ratio, with a control signal flat, not every such curve was filed as active; inconclusive = small, poorly fitted or top-dose-only effect, or effect the other way, or a change in a side signal; the % refers to the signal ratio; also: potency is read from the fitted curve at half-maximal effect; % of control where 0% means no effect
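CRE-bla CHO cells stimulated with EC10 NKH 477 (water-soluble forskolin) and compound titrations, 3 h at 37C; beta-lactamase read with CCF4 after 2 h at room temperature. Activity from 460/530 nm emission ratio, AC50 values for positive or negative modulation.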
HADH2 inh – qHTS Assay for Inhibitors of HADH2 (Hydroxyacyl-Coenzyme A Dehydrogenase, Type II); Potency, µM (doses to about 57.1 µM), for inactives: at the top dose activity change, negative = inhibition, hits mostly inhibitors; 3.4% of 73,000 active; AID 886, 2007; recombinant HADH2, NADH fluorescence, beta-hydroxybutyryl-CoA; also: potency is read from the fitted curve at half-maximal effect; % is scaled to controls: 0 for no effect and ±100 for the full control effect; nearly all actives have a fitted effect of over 60% in size; many of its hits are not listed in these tables
Target sequence (Q99714 whole entry, looked up, one chain of several): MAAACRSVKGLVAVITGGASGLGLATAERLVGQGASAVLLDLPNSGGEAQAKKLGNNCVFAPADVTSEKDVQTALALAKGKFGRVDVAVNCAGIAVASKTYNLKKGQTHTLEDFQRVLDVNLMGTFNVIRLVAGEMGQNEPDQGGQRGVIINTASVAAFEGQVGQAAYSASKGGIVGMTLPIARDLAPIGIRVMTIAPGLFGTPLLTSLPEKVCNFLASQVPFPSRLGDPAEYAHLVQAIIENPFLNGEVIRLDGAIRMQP
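E. coli-expressed His-tagged HADH2 tested at 20 nM in alkaline Tris buffer (pH 9.0); oxidation of 90 uM beta-hydroxybutyryl-CoA with 1 mM NAD+ tracked fluorimetrically for 4 min.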
Epigenetic mod – qHTS Assay for Epigenetic Modulators | mouse C127i GFP locus derepression, cytometry, 30 h | Potency, µM (doses to about 46.1 µM), for inactives: at the highest dose GFP derepression (activation) | 0.09% of 68,000 active; also: % of control where 0% means no effect
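Derepression screen: silenced CMV-GFP reporter in murine C127i cells, 30 h compound incubation at 37 C, washed cells imaged by laser-scanning cytometer to enumerate GFP-expressing objects of 20 to 120 um.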
UbGFP stabilizer – Ubiquitin-GFP Assay. Ubiquitin-GFP reporter cells, proteasome inhibition, GFP fluorescence; response scale: untreated = 0%, 10 µM MG-132 = 100%. Potency, µM (titrated, usually from 45.9 µM), for inactives: at the top dose activation (GFP accumulation), most hits filed as activators. 67,000 tested, under 10 active; active = well fitted activation curve with a large enough effect, not every such curve was filed as active; inconclusive = small, poorly fitted or top-dose-only effect, or another doubt; inactive = no such curve, though single readings can be large or run the other way; also: potency is read from the fitted curve at half-maximal effect
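GFP accumulation read-out: laser plate cytometry counting ubiquitin(G76V)-GFP-expressing U2OS cells after 4 hr compound exposure at 37 °C. Titrations spanned 46 uM to 2.9 nM; 0% = basal, 100% = 10 uM MG-132; concentration-response curves fitted.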
ERK AVP inh – qHTS Assay for Inhibitors of the ERK Signaling Pathway using a Homogeneous Screening Assay. AID 995, 2007. Potency, µM (highest dose often 57.5 µM), without a hit: top-dose activity, negative = inhibition, hits mostly inhibitors. HEK293-V1b, vasopressin-stimulated pERK AlphaScreen. 0.99% of 72,000 active; also: potency is read from the fitted curve at half-maximal effect; % is scaled to controls: 0 for no effect and ±100 for the full control effect; nearly all actives have a fitted effect of over 55% in size
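Phosphorylated ERK1/2 detected via AlphaScreen bead proximity in lysates of V1b-expressing HEK293 cells given 25 nM vasopressin for 5 min after 30 min compound exposure (37 °C). AC50 from Hill equation; basal DMSO 0%, vasopressin 100%.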
The depositor's hits bear a star; u = inconclusive; x = no result given; [ ] = remark or other dose. Unless noted, calls follow the shape of the dose curve; as a rule, active = well fitted curve in the direction sought with a large enough effect; inconclusive = small, poorly fitted or top-dose-only effect, or another doubt; inactive = no such curve, though single readings can be large; an effect the other way counts as inactive or inconclusive.

SMILES | DNA Pol III inh | 15-hLO inh | HBB splice mod | Tau filament bind | FLuc inh | Hsp90 Hop PPI | CRE Fsk mod | HADH2 inh | Epigenetic mod | UbGFP stabilizer | ERK AVP inh
COc1ccc(CNC(=O)c2cccc(N3CCCC3=O)c2)cc1 | -7% | 1% | 0.0% | 4% | 1% | -1% | u | 2% | -1% | -10% | 2%
COc1cccc(N2CCN(C3CC(=O)N(c4ccc(F)c(Cl)c4)C3=O)CC2)c1 (centres undefined) | -1% | -4% | 0.6% | 0% | 2% | -2% | -12% | 4% | 0% | 2% | -19%
CS(=O)(=O)Nc1cccc(-c2nccc(Nc3ccc(F)cc3)n2)c1 | -2% | -6% | -1.7% | 4% | -1%[2.29 µM] | -5% | u | 14% | -3%[9.22 µM] | -3% | -17%
CC(C)Sc1nc(N2CCOCC2)c2c(c1C#N)CC(C)(C)SC2 | 0% | -10% | -2.5% | 14% | 0% | 5% | -14% | -14% | 1% | 0% | 1%
O=C(COC(=O)CCOc1ccccc1)NCc1ccco1 | 2% | -14% | 1.3% | -3% | 2% | -10% | -10% | -20% | 0% | 3% | -18%
O=C(CS(=O)CC(=O)N(CC(=O)NC1CCCC1)C1CCCC1)Nc1ccc(F)cc1 (centres undefined) | -3% | -2% | -0.2%[57.5 µM] | -8% | 1% | -1% | -3% | 0% | 0% | -4% | -13%
Cc1ccccc1N1CCN(C(=O)CN2C(=O)c3ccccc3C2=O)CC1 | 3% | -5% | 0.3%[9.22 µM] | 4% | -2% | 0% | -6% | 7% | -2% | -3% | 20%
N=c1ccn(Cc2cccc(Cl)c2)cc1 | 2% | 2% | 3.8%[1.84 µM] | 7% | 3% | -4% | -1% | -6% | 0% | -17% | -21%
CCn1c(SCc2ccc(C)cc2)nnc1-c1cnccn1 | 5% | 3% | 2.7%[1.84 µM] | -20% | 1% | 1% | 28% | 3% | 0% | -3% | -20%
c1ccc(Cn2nnc3c(Nc4ccc5c(c4)OCO5)nc(C4CC4)nc32)cc1 | -10% | -20% | x | 230% | 1% | -19% | 13µM* | 101%[activator] | -3% | -4% | u
COc1cccc(-c2nc3cc(C)ccc3o2)c1 | -8% | -2% | -1.8% | -8% | 4µM* | 26% | 9% | 30% | -2% | u | 9%
CC(C)[C@H](NC(=O)OC(C)(C)C)[C@@H](O)CC(=O)OC(C)(C)C | x | 0%[11.4 µM] | 1.6%[9.22 µM] | x | 1%[11.4 µM] | x | x | -3%[11.4 µM] | x | x | 2%[11.5 µM]
COc1ccc2c(c1OC)C(=O)N(C(C)C(=O)O)C2=O (centres undefined) | -10% | 5% | -0.8% | 6% | 2% | -3% | -29% | 76%[activator] | -3% | 4% | 14%
N#CC1=C2SCCN2C(=O)C(C#N)C12CCCCC2 (centres undefined) | -5% | 20% | x | 2% | -3% | 0% | 1% | 5% | 1% | 7% | 14%
CCn1ncc(Cl)c1C(=O)Nc1ccncc1 | 3% | 5% | -0.3% | 3% | 2% | -3% | 4% | -4% | 5% | 1% | -13%
COc1cc2c(cc1OC)-c1cc(NC3CCCCC3)nc(=O)n1CC2 | -8% | -7% | 0.2% | 20% | -4% | -3% | 2µM* | -25% | -3% | 4% | u
COc1cccc(CNC(=O)CN(C)S(=O)(=O)c2cnc[nH]2)c1 | -5% | 9% | 1.8% | 3% | -9% | 1% | 10% | 8% | 1% | -3% | 3%
O=C(CSc1nnc(-c2cccnc2)n1Cc1ccco1)N1c2ccccc2Sc2ccccc21 | u | u | 1.7%[57.5 µM] | 11% | -19% | -10% | u | -27% | -2% | -5% | u
COC(=O)c1cccc(Oc2nc3c(c(=O)n(C)c(=O)n3C)n2Cc2ccc(C)cc2)c1 | 3% | 11% | 0.0% | 15% | -2% | 0% | 12% | 11% | 0% | 10% | 6%
CC(=O)c1ccc2c(c1)Nc1ccccc1S2 | -4% | u | -1.2% | 2µM* | -3% | 2% | u | 6% | -1% | 16% | 22%
CN1CCN(c2ccc(NC(=O)Cc3ccccc3)cc2)CC1 | 0% | 3% | 1.2% | -22% | -15% | -1% | u | 4% | 0% | -8% | -8%
Cc1cccc(NC(=O)c2cnc3sccn3c2=O)n1 | 1% | 0% | 0.3% | -18% | -7% | -5% | 4% | -4% | x | 2% | x
O=C1c2ccccc2C(=O)N1CNc1ccccc1 | -3% | 6% | -2.0% | 11% | 0% | -2% | 4% | 0% | -1% | -6% | 8%
Cc1ccc(NC2=NCC(=O)N2Cc2ccc3c(c2)OCO3)c(C)c1 | -9% | -6% | x | -1% | 3% | 1% | 13% | -1% | 2% | -4% | -11%
CCOC(=O)Cn1c(=O)oc2cc(S(=O)(=O)N3CCC(N4CCCCC4)CC3)ccc21 | -3% | 6% | 0.2% | -4% | -3% | -2% | -7% | 11% | x | -4% | x
CC(=O)N(C(C)=O)c1cccc2c(N(C(C)=O)C(C)=O)cccc12 | -1% | 8% | -0.8%[9.22 µM] | 8% | 2% | -2% | 11% | -6% | 0% | 17% | -7%
CNc1nn(-c2cccc(Cl)c2)nc1N | 0% | -7% | 3.1% | 16µM* | -22% | -26% | u | u | -2% | -12% | 2%
CC(C)COC(=O)c1nnsc1NC(=O)Nc1ccccc1 | -3% | 3% | x | -8% | 2% | -1% | 5% | 13µM* | 1% | -2% | -3%
COc1cc(NC2c3ncccc3C(=O)N2Cc2ccco2)cc(OC)c1 (centres undefined) | -1% | u | 1.0% | -5% | 2% | -6% | u | u | -3% | -1% | -21%
COc1cc(CN(C)CC(=O)c2[nH]c(C)c(C(C)=O)c2C)ccc1OC(F)F | -3% | -16% | -0.2%[57.5 µM] | 2% | 0% | -4% | 14% | 6% | -1% | -1% | u
CCCCCc1c(C)nc(N2CCc3ccccc32)[nH]c1=O | -3% | 6% | 2.6% | 10% | 4% | -3% | 12% | -10% | -5% | 0% | -6%
CCOC(=O)c1c(C)[nH]c(C(=O)Cn2nnc(-c3ccc(Cl)cc3)n2)c1C | -1% | 0% | 0.0%[57.5 µM] | 2% | 1% | -3% | 7% | 3% | -1% | 6% | 13%
CC(C)(C)c1ccc(S(=O)(=O)NCCc2ccncc2)cc1 | 5% | -5% | -1.0% | -2% | 0% | -5% | 11% | 6% | -2% | -1% | -5%
O=C(NCCCn1ccnc1)NC(C(F)(F)F)C(F)(F)F | -2% | -5% | 1.0% | 2% | 4% | -6% | 4% | 9% | 0% | 4% | -14%
Cc1ccc(N2CC(C(N)=O)CC2=O)cc1C (centres undefined) | -9% | -5% | 1.3% | -2% | 2% | 0% | 0% | -2% | 0% | -2% | -13%
CCc1c2c(nc3ccc(OC)cc13)OC(CC)C2 (centres undefined) | -2% | x | 0.3% | 26% | x | u | u | -2% | x | x | 2%
Cc1ccc(C(=O)OCC(=O)c2ccc(Cl)s2)s1 | 2% | -7% | 0.1%[57.5 µM] | -8% | 16µM* | 20% | -12% | -6% | 3% | 0% | -1%
Cc1ccc(-c2ccc(OCC(=O)N3CCOCC3)cc2)cc1 | -7% | 4% | -1.2% | 11% | 13µM* | -1% | -13% | 10% | 3% | -7% | -6%

Exported with each value named: entries from further up
CN1CCN(c2ccc(NC(=O)Cc3ccccc3)cc2)CC1
  DNA Pol III inh: 0%; 15-hLO inh: 3%; HBB splice mod: 1.2%; Tau filament bind: -22%; FLuc inh: -15%; Hsp90 Hop PPI: -1%; CRE Fsk mod: u; HADH2 inh: 4%; Epigenetic mod: 0%; UbGFP stabilizer: -8%; ERK AVP inh: -8%

Cc1cccc(NC(=O)c2cnc3sccn3c2=O)n1
  DNA Pol III inh: 1%; 15-hLO inh: 0%; HBB splice mod: 0.3%; Tau filament bind: -18%; FLuc inh: -7%; Hsp90 Hop PPI: -5%; CRE Fsk mod: 4%; HADH2 inh: -4%; Epigenetic mod: x; UbGFP stabilizer: 2%; ERK AVP inh: x

Some of the compounds tested (hit frequency here may not be typical).
